# Screening data (PubChem)
# FUS suppressor: rescues growth of FUS-expressing yeast; S. cerevisiae FUS-expressing, growth rescue, OD600, 24 h; Potency, µM (doses to about 76.6 µM), inactives show at the highest dose growth rescue (activation), most hits filed as activators; hit rate 0.24% among 390,000; AID 1347120;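 also: potency is read from the fitted curve at half-maximal effect; plate controls were DMSO vehicle for no effect and reference control for full effect; nearly all actives have a fitted effect of over 55% in size; some results filed as inactive show a strong effect at the top dose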
#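 FUS-expressing yeast, raffinose-pregrown, induced in 2% galactose minimal medium at OD 0.005; compounds in a dilution series, 24hr at 30C. Growth restoration read as absorbance at 600 nm. CP55940 positive control, DMSO negative.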
# Abeta yeast res: restores growth of yeast expressing A-beta42 peptide | yeast expressing A-beta42, growth rescue, OD600, 48 h; response scale: 0% DMSO, 100% iron-clioquinol control | Potency, µM (titrated, usually from 46.1 µM), inactives show at the highest dose growth rescue, most hits filed as activators | hit rate 0.063% among 410,000 | AID 1347071; also: potency is read from the fitted curve at half-maximal effect; nearly all actives have a fitted effect of over 55% in size
#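 Growth rescue measured by 600 nm absorbance after 48 h yeast culture at 30 C with compound. Values normalized between DMSO and an equimolar ferric chloride plus clioquinol control.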
# GLP-1R inv ag: inverse agonists of human GLP-1 receptor. hit rate 1.6% among 410,000. HEK293 GLP-1R CRE-luciferase, luminescence, 24 h; GLP-1R form is constitutively active. AID 624417. P43220. Potency, µM (highest dose often 38.3 µM), without a hit: at the top dose activity change, negative = inhibition, hits mostly inhibitors; also: potency is read from the fitted curve at half-maximal effect; % is scaled to controls: 0 for no effect and ±100 for the full control effect; nearly all actives have a fitted effect of over 55% in size
# Target sequence (P43220 whole entry, looked up): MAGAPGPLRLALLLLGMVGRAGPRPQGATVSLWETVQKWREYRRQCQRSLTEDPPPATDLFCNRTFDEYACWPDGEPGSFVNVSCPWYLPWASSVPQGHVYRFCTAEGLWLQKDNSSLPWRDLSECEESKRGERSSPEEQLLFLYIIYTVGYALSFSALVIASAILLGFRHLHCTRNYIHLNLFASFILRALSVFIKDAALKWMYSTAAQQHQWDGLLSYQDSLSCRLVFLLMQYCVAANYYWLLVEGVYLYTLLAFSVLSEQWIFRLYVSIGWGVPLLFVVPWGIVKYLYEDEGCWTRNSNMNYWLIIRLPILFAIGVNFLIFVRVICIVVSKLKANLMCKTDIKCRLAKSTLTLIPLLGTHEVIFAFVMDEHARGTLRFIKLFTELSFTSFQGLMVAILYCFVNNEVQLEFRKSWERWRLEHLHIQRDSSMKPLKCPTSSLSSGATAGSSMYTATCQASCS
#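 Luminescence readout: a drop in cAMP-driven luciferase signal flags inverse agonism at a constitutively active GLP-1R stably expressed in HEK293. Compound exposure lasted 24 hr at 37 deg C, 5% CO2.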
# PTHR1 ag: PTHR1 (human) receptor agonism; Potency, µM (series often up to 115 µM), for the others: top-dose activation, hits mostly activators; HEK293 GP2 PTHR1 cells, GloSensor cAMP luminescence, 1 h; Q03431; hit rate 0.075% among 410,000; also: potency is read from the fitted curve at half-maximal effect; nearly all actives have a fitted effect of over 55% in size; some results filed as inactive show a strong effect at the top dose; inactives centre near -15; many of its hits are not listed in these tables
# Target sequence (Q03431 whole entry, looked up): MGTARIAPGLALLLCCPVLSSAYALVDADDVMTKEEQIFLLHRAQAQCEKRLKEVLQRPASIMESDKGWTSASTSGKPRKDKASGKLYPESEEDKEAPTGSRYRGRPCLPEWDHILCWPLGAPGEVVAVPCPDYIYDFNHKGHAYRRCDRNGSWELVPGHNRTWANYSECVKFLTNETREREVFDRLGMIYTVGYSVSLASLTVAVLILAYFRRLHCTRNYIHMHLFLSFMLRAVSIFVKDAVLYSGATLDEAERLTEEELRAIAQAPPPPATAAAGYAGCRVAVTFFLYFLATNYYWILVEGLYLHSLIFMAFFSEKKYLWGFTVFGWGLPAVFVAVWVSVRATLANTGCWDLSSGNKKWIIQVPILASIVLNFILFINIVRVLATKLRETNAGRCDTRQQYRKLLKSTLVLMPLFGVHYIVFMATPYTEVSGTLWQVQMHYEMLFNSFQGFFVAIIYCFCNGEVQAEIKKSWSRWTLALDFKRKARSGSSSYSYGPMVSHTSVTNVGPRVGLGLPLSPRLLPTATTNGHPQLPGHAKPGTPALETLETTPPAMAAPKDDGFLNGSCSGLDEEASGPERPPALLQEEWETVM
#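 HEK-293-derived GP2 cells expressing PTHR1 and a GloSensor cAMP reporter, 3,000/well, plated overnight, given luciferin plus IBMX (each 0.5 mM as added) for 1 h at 37 °C, then compound for 1 h at 37 °C. Luminescence was read after 15 min at room temperature.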
# TDP43 rescue: TDP-43 toxicity inhibition in yeast | hit rate 1.8% among 410,000 | AID 652104 | TDP-43 expressing yeast growth rescue, BacTiter-Glo, 24 h | Potency, µM (top dose mostly 46.1 µM), for the others: at the highest dose growth rescue (activation), most hits filed as activators; also: potency is read from the fitted curve at half-maximal effect; % of control where 0% means no effect; nearly all actives have a fitted effect of over 50% in size
#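 Yeast cells expressing TDP-43 under galactose induction are exposed to compounds for 24 hr at 30 deg C. BacTiter-Glo luminescence measures growth, so protective compounds score as activators.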
# HEK293 tox: cytotoxic in the GLP-1 receptor inverse agonist counter-screen | hit rate 0.13% among 410,000 | Potency, µM (doses to about 38.3 µM), inactives show top-dose activity change, negative = inhibition, usual class: inhibitors | HEK293 cAMP-luciferase reporter cells, luminescence, 24 h;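 also: loss of luciferase light is scored as toxicity; potency is read from the fitted curve at half-maximal effect; % is scaled to controls: 0 for no effect and ±100 for the full control effect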
#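 Step one: seed cells (200 cells/uL, DMEM with 10% Nu serum, 1% pen-strep). Step two: 12-hour incubation at 37 deg C. Step three: pin 23 nL compound, incubate 24 hr. Step four: add luciferase reagent, read luminescence 12 min later.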
# Mm-Cpn inhibitor: M. maripaludis TRiC chaperonin inhibition; purified Mm-Cpn ATPase, ADP Transcreener TR-FRET; Potency, µM (titrated, usually from 76.9 µM), for inactives: at the top dose activity, negative = inhibition, usual class: inhibitors; hit rate 0.031% among 330,000; AID 504842; also: potency is read from the fitted curve at half-maximal effect; % is scaled to controls: 0 for no effect and ±100 for the full control effect; nearly all actives have a fitted effect of over 80% in size
#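 Measured: ADP formation by purified Mm-CPN. Conditions: 25 nM protein, 10 uM ATP, Tris pH 7.4 with Mg2+, K+ and DTT, 37°C for 30 min. Detection: Transcreener HTRF after 30 min at room temperature.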
# aSyn yeast inh: alpha-synuclein toxicity inhibition in yeast | Yeast expressing alpha-synuclein, growth rescue, BacTiter-Glo, 24 h | Potency, µM (series often up to 46.1 µM), for inactives: top-dose growth rescue (activation), usual class: activators | hit rate 0.14% among 370,000 | AID 652106; also: potency is read from the fitted curve at half-maximal effect; % of control where 0% means no effect; nearly all actives have a fitted effect of over 65% in size
#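 Screening used galactose-induced yeast with toxic alpha-synuclein levels, exposed to compound for 24 hr at 30 deg C. Cell growth, read with BacTiter-Glo luminescence, gave the measured signal.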
# pAkt inh: Akt phosphorylation inhibition. activity change, % for hits at 50 µM. hit rate 0.32% among 360,000. Neuro2A IGF-stimulated pAkt S473 HTRF, 20 min; hits give low values. AID 651550; in the data active = activity change below about -80%; inconclusive = mostly about -51% to -80%; also: % is scaled to controls: 0 for no effect and ±100 for the full control effect
#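 Neuro2A cells in DMEM with 0.5% FBS, overnight at 37 deg C, given compound at single 50 µM final, then IGF (6 nM final) for 20 min at 37 deg C. Lysed; phospho-Akt Ser473 by HTRF after 24 h, 665/615 ratio.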
# An asterisk follows results filed as active; i = inactive; ? = inconclusive; . = not tested or not shown; & = joins results of further samples; [ ] = another dose, or the depositor's remark. Unless noted, calls follow the shape of the dose curve; as a rule, active = well fitted curve in the direction sought with a large enough effect; inconclusive = small, poorly fitted or top-dose-only effect, or another doubt; inactive = no such curve, though single readings can be large; an effect the other way counts as inactive or inconclusive. An excerpt; the hit share may differ from the screen's.
item	molecule	FUS suppressor	Abeta yeast res	GLP-1R inv ag	PTHR1 ag	TDP43 rescue	HEK293 tox	Mm-Cpn inhibitor	aSyn yeast inh	pAkt inh
1	COc1ccc(C(=O)C2CCCN(Cc3ccc(C)s3)C2)c(OC)c1 (stereo unspecified)	5%	-3%	?	i	2%	-21%	3%	11%	i
2	O=C(c1ccc2c(c1)OCO2)C1CCCN(Cc2ccc(F)c(F)c2)C1 (stereo unspecified)	3%	11%	?	-15%	-7%	3%	-27%	-4%	i
3	COc1ccc(CN2CCN(C(=O)Cc3ccccc3)CC2)cc1Br	-8%	-10%	2%	-11%	-5%	-13%	-1%	4%	i
4	O=C(Cc1ccccc1)OCc1ccccc1	-33%	-16%	2%	-1%	25%	0%	2%	-6%	.
5	CC(C)C[C@H]1C(=O)N2CCC[C@H]2[C@]2(O)O[C@](NC(=O)[C@@H]3C=C4c5cccc6[nH]cc(c56)C[C@H]4N(C)C3)(C(C)C)C(=O)N12	?	-14%	6%	-20%	7%	15%	-4%	-8%	i
6	CCCCn1nc(C)c(C(=O)O)c1Cl	-11%	2%	0%	12%	23%	-1%	1%	8%	i
7	Cc1ccnc(-n2c(-c3ccccc3)nc3ccccc3c2=O)c1	-15%	1%	?	i	-2%	-33%	-4%	-6%	i
8	CC(=O)OC1(c2ccccc2)CC(C(C)(C)C)CN(C(C)(C)C)C1 (stereo unspecified)	.	-8%	2%	i	5%	-7%	-1%	-1%	i
9	CC(=O)c1cc(C(C)=O)c(C)[n+](C)c1C	-5%	2%	-5%	i	-7%	17%	0%	0%	i
10	COc1ccc(NCc2nc3ccccc3n2CCOc2ccccc2)cc1	.	-25%	?	-20%	-37%[inhibitor]	?	-2%	1%	i
11	COc1cccc(-c2cc(C(F)(F)F)n3nc(C(=O)N4CCC5(CC4)OCCO5)cc3n2)c1	16%	-4%	-5%	i	-8%	5%	0%	7%	i
12	S=C(NCCc1ccccc1)N1Cc2ccccc2-n2nncc2C1	32%	6%	?	-26%	22µM*	5%	.	0%	i
13	CC(C)(C)c1ccc(CN2C(=O)CN=C(c3ccccc3)c3ccccc32)cc1	26%	-17%	-2%	i	?	?	3%	?	i
14	Cn1cccc1/C=C1\C(=O)NC(=O)N(Cc2ccccc2)C1=O	41%	4%	-2%	-22%	-10%	-17%	-15%	-3%	i
15	Cc1ccccc1-c1nc2ccccc2c(=O)n1C	4%	7%	16%	i	0%	0%	-9%	9%	i
16	S=C=Nc1ccccn1	-22%	2%	28%	-23%	0%	-1%	0%	0%	i
17	C1=CC2C3C=CC(C3)C2C1 (stereo unspecified)	-24%	-10%	1%	-32%[inhibitor]	27%	3%	1%	-4%	i
18	Cc1ccc(N2C(=O)NC(=O)/C(=C/c3ccoc3)C2=O)cc1	31%	2%	14%	-5%	-2%	23%	-2%	-1%	i
19	CN(C)[C@@H]1C(=O)C(C(N)=O)=C(O)[C@@]2(O)C(=O)C3=C(O)c4c(O)cccc4[C@@](C)(O)[C@H]3[C@H](O)[C@@H]12	-15%&16%	5%&-20%	-14%&-14%	-15%&-29%	4%&15%	0%&-11%	-8%&-4%&-1%	7%&4%	i
20	CCN1CCN(C(=O)COc2ccc3oc4c(c3c2)CCCC4)CC1	-18%	-24%	?	-17%	1%	?	0%	0%	i
21	Cc1cccc(C)c1NC(=O)Cn1c(=O)n(CC2CCC(C(=O)NCCc3ccccc3)CC2)c(=O)c2ccccc21 (stereo unspecified)	3%	-11%	13%	?	-3%	-4%	.	.	.
22	COc1ccc(CCN)cc1S(N)(=O)=O	0%	-13%	12%	-16%	-7%	-5%	.	0%	i
23	Cc1cc(/C=C2\C(=O)NC(=O)N(Cc3ccco3)C2=O)c(C)n1-c1ccc(O)cc1	?	7%	14%	-42%[inhibitor]	-13%[9.22 µM]	4%	1%	-8%	i
24	CCOC(=O)C1(CCOc2ccccc2)CCN(Cc2ccc(C)s2)CC1	?	7%	?	i	-17%	-29%	1%	-4%	i
25	C=CCn1c(O)c(C(C)=NCc2cc(OC)cc(OC)c2)c(=O)[nH]c1=O	19%	6%	-3%	-1%	12%	-29%	0%	0%	i
26	CCOC(=O)C1(Cc2ccc(Cl)cc2)CCN(C(C)CCn2cccn2)CC1 (stereo unspecified)	13%	0%	7.9µM*	-23%	-11%[9.22 µM]	-12%	0%	3%	i
27	Cc1nn(Cc2ccccc2)c(Cl)c1C(=O)Nc1ccc(OC(F)(F)F)cc1	.	-8%	?	i	?	-18%	-1%	1%	i
28	N/C(=N\[N+](=O)[O-])N/N=C/c1ccc(O)cc1	16%	-18%	2%	i	-19%	-7%	1%	0%	i
29	C[C@]12C[C@H](O)[C@@H](O)CC1=CCC1C2CC[C@@]2(C)C1CC[C@@H]2O (stereo partly specified)	1%	10%	41%[activator]	-15%	-13%	-1%	-1%	16%	i
30	Fc1ccc(CNCCc2ccc3c(c2)OCO3)cc1	-24%	-2%	-24%	i	15%	-10%	1%	-8%	i

# Remaining list, next part
item	molecule	FUS suppressor	Abeta yeast res	GLP-1R inv ag	PTHR1 ag	TDP43 rescue	HEK293 tox	Mm-Cpn inhibitor	aSyn yeast inh	pAkt inh
31	Nc1ccccc1C(=O)c1ccccc1	-13%	-18%	10%	-16%	5%	8%	2%	-4%	i
32	COc1cc2c(c(OC)c1OC)-c1ccc(O)c(=O)cc1[C@@H](N)CC2	37%	-24%	18%	-18%	-11%	4%	1%	-8%	i
33	CCOc1cc2c(cc1OCC)-n1cccc1C(c1ccccc1OC)NC2 (stereo unspecified)	15%	8%	?	i	-7%	-13%	0%	-6%	i
34	Nc1ccc(Br)c2c1C(=O)c1ccccc1C2=O	-10%	-20%	42%[activator]	-7%	6.3µM*	?	-4%	18%	i
35	Cc1ccc(C2CC(=O)C(C=NCCN3CCN(C(=O)Cc4ccccc4)CC3)=C(O)C2)cc1 (stereo unspecified)	-22%	-11%	-11%	-10%	6%	10%	-1%	27%	i
36	C=CCn1c(O)c(C(C)=NCCC(c2ccccc2)c2ccccc2)c(=O)[nH]c1=O	-8%	-8%	-2%	-51%[inhibitor]	-6%	-12%	0%	1%	i
37	O=c1cc(CSc2ccc(Cl)cc2)nc(-c2ccccn2)[nH]1	20%	?	?	-42%[inhibitor]	?	?	2%	10µM*	i
38	COc1ccccc1OCC(=O)N1CCCC(N2CCN(c3ccc(F)cc3)CC2)C1 (stereo unspecified)	.	1%	-16%	-35%[inhibitor]	4%	1%	-1%	3%	i
39	CCOC(=O)C1(CCc2ccccc2)CCN(C(C)CSC)CC1 (stereo unspecified)	3%	22%	7%	-10%	0%	0%	.	0%	i
40	Cc1ccccc1-n1c(O)c(/C=N/c2nccs2)c(=O)[nH]c1=O	10%&36%	0%&-6%	12%&12%	0%&-11%	-15%[9.22 µM]	14%&-9%	0%&1%	-4%&-21%	i
41	O=C1NC(=S)NC(=O)C1c1ccccc1	-10%	11%	5%	i	-9%	-2%	.	-16%	i
42	O=c1[nH]c(O)c(C=NCCc2ccccc2)c(=O)[nH]1	-20%	0%	0%	-24%	9%	0%	-3%	5%	i
43	C/C(=N\OC(=O)NC(C)C)c1sc(-c2ccccc2)nc1C	13%	-5%	-16%	-34%[inhibitor]	?	-11%	-4%	8%	i
44	CCOC(=O)c1cccc(NC2c3ccccc3C(=O)N2Cc2ccco2)c1 (stereo unspecified)	33%	5%	-29%	-58%[inhibitor]	26%	7%	-13%	10%	i
45	COc1cc(/C=C2\C(=O)NC(=O)N(c3ccccc3)C2=O)cc(OC)c1O	37%	-3%	40%[activator]	i	-14%	3%	-2%	-3%	i
46	O=C(N/N=C/c1c(O)n(C2CCCCC2)c(=S)[nH]c1=O)c1ccccc1	8%	-13%	3%	-8%	-22%	-1%	1%	-5%	i
47	Cc1cccc(C(=O)Nc2ccc(C(=O)OCc3cc(=O)n4nc(C5CC5)sc4n3)cc2)c1	-14%	-13%	-9%	-40%[inhibitor]	24%	-2%	.	.	.

# 6 structures out of the list, arranged by molar mass, ascending.
item	molecule	FUS suppressor	Abeta yeast res	GLP-1R inv ag	PTHR1 ag	TDP43 rescue	HEK293 tox	Mm-Cpn inhibitor	aSyn yeast inh	pAkt inh
34	Nc1ccc(Br)c2c1C(=O)c1ccccc1C2=O	-10%	-20%	42%[activator]	-7%	6.3µM*	?	-4%	18%	i
43	C/C(=N\OC(=O)NC(C)C)c1sc(-c2ccccc2)nc1C	13%	-5%	-16%	-34%[inhibitor]	?	-11%	-4%	8%	i
39	CCOC(=O)C1(CCc2ccccc2)CCN(C(C)CSC)CC1 (stereo unspecified)	3%	22%	7%	-10%	0%	0%	.	0%	i
45	COc1cc(/C=C2\C(=O)NC(=O)N(c3ccccc3)C2=O)cc(OC)c1O	37%	-3%	40%[activator]	i	-14%	3%	-2%	-3%	i
44	CCOC(=O)c1cccc(NC2c3ccccc3C(=O)N2Cc2ccco2)c1 (stereo unspecified)	33%	5%	-29%	-58%[inhibitor]	26%	7%	-13%	10%	i
47	Cc1cccc(C(=O)Nc2ccc(C(=O)OCc3cc(=O)n4nc(C5CC5)sc4n3)cc2)c1	-14%	-13%	-9%	-40%[inhibitor]	24%	-2%	.	.	.
